High-throughput results from PubChem BioAssay.
Ecoli WT growth = growth inhibitors of wild type E. coli, primary screen, strain BW25113 wild type, absorbance readout | E. coli BW25113 growth inhibition, OD600 | 0.05% of 20,000 active | inhibition, % at 10 µM; in the data active means inhibition above about 40%;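 further: bacteria exposed to compound for 20 hours at 37 °C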
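Assay system: Bacterial strain in a whole-cell growth screen | Amount: Inoculum from a 1:1000 dilution of a 1.5 h subculture | Detection: Absorbance at 615 nm as a measure of bacterial growth | Timing: 20 h exposure, 37 °C | Buffer or medium: LB plus kanamycin 50 µg/mL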
* hit, by the source's call. An excerpt (hit frequency here may not be typical).

#	structure	Ecoli WT growth
1	Cc1ccc(NS(=O)(=O)c2ccc(OCC(=O)NCc3ccco3)cc2)cc1	-24
2	CN(c1ccc(C(=O)O)cc1)S(=O)(=O)c1ccc(Cl)cc1	-18
3	COc1ccc(N2CCN(C(=O)C(OC(C)=O)c3ccccc3)CC2)cc1 (centres undefined)	-3
4	COc1ccc(NC(=O)C(C)Oc2ccc(/C(C)=N\O)cc2)cc1 (centres undefined)	-6
5	S=c1[nH]nc(COc2ccc3c(c2)OCO3)n1-c1ccccc1	-19
6	C=CCn1c(SCC(=O)NCCCC)nc2scc(-c3ccco3)c2c1=O	1
7	CN(CCCC(=O)Nc1ccncc1)S(=O)(=O)c1ccc(Cl)cc1	10
8	CCOc1ccc(C)cc1S(=O)(=O)NC1CCCCC1	6
9	CCCNc1nc(N2CCOCC2)nc(N2CCOCC2)n1	-4
10	Cc1ccc(-c2nn(-c3ccccc3)cc2/C=C(\C#N)c2cccc(C#N)c2)o1	-9
11	CCOCCCNC(=O)CSc1ccccc1	-6
12	COc1cc2c(cc1NC(=O)C1CCCO1)oc1ccccc12 (centres undefined)	-24
13	CC(C)CC(=O)Nc1cccc(-c2cn3ccsc3n2)c1	-19
14	COC(=O)c1ccc(CSc2nnnn2Cc2ccccc2)cc1	-7
15	C=CCn1cnc2c(c1=O)c1nc3ccccc3nc1n2-c1ccc(C)cc1	1
16	COc1ccc(C2NC(c3ccc(OC)c(OC)c3OC)C(C)C(=O)C2C)c(OC)c1OC (centres undefined)	-2
17	CCOc1ccccc1N1CCN(S(=O)(=O)c2ccc3c4c(cccc24)C(=O)N3)CC1	-19
18	COCCN(CCOC)C(=O)CCn1c(=O)oc2ccccc21	0
19	CCOC(=O)C1CCCN(S(=O)(=O)c2cccs2)C1 (centres undefined)	-9
20	COC(=O)C1=C(C)C(c2ccc(OC)cc2OC)NC(=O)N1 (centres undefined)	-22
21	Cc1ccc2cc3c(nc2c1)N(Cc1ccco1)CC3	-13
22	O=C(NC(C(=O)O)c1ccccc1)c1ccc(S(=O)(=O)N2CCOCC2)cc1 (centres undefined)	3
23	CCN(CC)c1ccc(NC(=O)Nc2cccc(C(C)=O)c2)cc1	-11
24	Cc1ccc(-n2nc(-c3cccs3)cc2C(=O)NCC2CCCO2)c(C)c1 (centres undefined)	16
25	COc1ccc(CNc2n[nH]c(NCc3ccc(OC)c(OC)c3)n2)cc1OC	-18
26	COc1cccc(OCCNC(=O)c2cccc(OC)c2)c1	-11
27	COc1ccc(CCNC(=O)CN2C(=O)c3ccccc3S2(=O)=O)cc1	-21
28	COc1cc(OC)cc(C(=O)N2CCN(S(C)(=O)=O)CC2)c1	-11
29	c1ccc(NCc2nc(-c3ccccc3)no2)cc1	-12
30	Cc1cc2c(cc1C)C(=O)NC(C)(C)C2	6
31	N#Cc1c(NC(=O)CSc2ncn(-c3ccccc3)n2)sc2c1CCCC2	9
32	Cc1c(NC(=O)c2cc(-n3cnnc3)ccc2Cl)cccc1-c1nc2ccccc2o1	8
33	O=C(COc1ccc2ccccc2c1Br)Nn1cnnc1	-6
34	Cc1cc(NC(=O)c2ccc(NC(=O)c3cccs3)cc2)no1	-8
35	Cn1c(CCNC(=O)c2ccco2)nc2cc(NC(=O)C3CCCCC3)ccc21	0
36	CC(=O)N1CCN(c2ccccc2NC(=O)COc2ccc(Cl)cc2Cl)CC1	5
37	Oc1ccccc1C1=Nc2ccccc2N=C(c2ccco2)C1	-19
38	CCn1c(SCC(=O)Nc2cc(C)ccc2C)nc2c(c1=O)SC(C)C2 (centres undefined)	12
39	CN1C(C(=O)Nc2ccccn2)=C(O)c2ccccc2S1(=O)=O	-1
40	CCSc1oc(-c2ccco2)nc1S(=O)(=O)c1ccccc1	6
41	C=CCn1c(CC#N)nnc1N1CCOCC1	7
42	CCOc1ccccc1N(CC(=O)N1CCOCC1)S(=O)(=O)c1ccc(SC)cc1	-20
43	O=C1CCCC2=C1C(c1cccs1)n1nc(SCc3ccccc3F)nc1N2 (centres undefined)	0
44	OC(CCN1CCOCC1)(c1ccc(Cl)cc1)C1CCCCC1 (centres undefined)	-1
45	COCC(=O)Nc1c(C(=O)Nc2ccccc2OC)oc2ccccc12	0
46	COc1ccc(CNc2nc(NCc3ccc(OC)cc3)n(S(C)(=O)=O)n2)cc1	-5
47	CC(=O)NCCc1nc2ccccc2[nH]1	5
48	Clc1ccc(Cl)c(-c2nn3c(Cn4cnc5ccccc54)nnc3s2)c1	-3
49	O=C(CCN1CCc2ccccc2C1)Nc1ccc(F)cc1	-15
50	COCCCNC(=O)CC(NS(=O)(=O)c1ccc(Cl)cc1)c1ccco1 (centres undefined)	10
51	COc1ccc(NC(=O)C23CCC(C2)C(C)(C)C3=O)cc1 (centres undefined)	-2
52	Cc1ccc(Cn2ccc(NC(=O)CCSc3nc(-c4ccco4)cc(C(F)(F)F)n3)n2)cc1	-23
53	Cc1ccnc(SCCn2c(Br)nc3c2c(=O)n(C)c(=O)n3C)n1	-15
54	Cc1ccccc1CN1CCN(C(=O)c2cccc(F)c2)CC1	4
55	CN(C)C(=O)CSc1nc2ccccc2c(=O)[nH]1	-27
56	C=CCNC(=O)C(C)Sc1ccc(Cl)cc1 (centres undefined)	-9
57	CC(C)(C)n1nnnc1C(c1ccccc1)N1CCc2ccccc2C1 (centres undefined)	0
58	Cc1cccc(-n2ncc3c(NCc4ccc5c(c4)OCO5)ncnc32)c1	7
59	COCc1[nH]nc2c1C1(CCSCC1)C(C#N)=C(N)O2	-19
60	Cc1ccccc1OCC(=O)NCCN(C)C	-22

Four compounds picked at random from the list so far, as already listed:
#	structure	Ecoli WT growth
7	CN(CCCC(=O)Nc1ccncc1)S(=O)(=O)c1ccc(Cl)cc1	10
14	COC(=O)c1ccc(CSc2nnnn2Cc2ccccc2)cc1	-7
30	Cc1cc2c(cc1C)C(=O)NC(C)(C)C2	6
34	Cc1cc(NC(=O)c2ccc(NC(=O)c3cccs3)cc2)no1	-8

Remaining list, next part
#	structure	Ecoli WT growth
61	COc1cccc(C2=CC(c3ccc(N(C)C)cc3)n3ncnc3N2)c1 (centres undefined)	-25
62	CCOCC(=O)Nc1cccc(NC(C)=O)c1	6
63	COCCN(C(=O)CCC(=O)Nc1ccccn1)C(C(=O)NC1CCCC1)c1ccc(OC)cc1 (centres undefined)	2
64	O=C(NCCCCO)C(F)(F)C(F)(F)C(F)(F)C(=O)NCCCCO	-19
65	CN(C)c1ccc(CNn2cnnc2)cc1	0
66	CCN(CC)CCNC(=O)c1ccc(CS(=O)(=O)c2ccc(Br)cc2)o1	7
67	CC1(C)CC(=O)C(C(=O)CCCCC(=O)C2C(=O)CC(C)(C)CC2=O)C(=O)C1	6
68	CC(C)OC(=O)C(CC(=O)O)NCc1ccccc1 (centres undefined)	1
69	O=C(CSc1ncn(-c2ccccc2)n1)c1cccs1	1
70	Cc1ccccc1Cn1nc(C)c(NC(=O)c2nc3n(n2)C(C(F)F)CC(C)N3)c1C (centres undefined)	-14
71	CC(CNS(=O)(=O)c1cc(Cl)ccc1Cl)CN(C)C (centres undefined)	-11
72	Cc1occc1-c1nnc(SCC(=O)N2CCc3ccccc32)o1	2
73	CCOC(=O)C1=C(C)NC(=O)NC1c1ccc(OC)c(Cl)c1 (centres undefined)	0
74	CN=C(Nc1ccc2c(c1)OCO2)SC1CC(=O)N(c2ccccc2)C1=O (centres undefined)	16
75	CCOC(=O)Nc1sc(C(=O)N(CC)CC)c(C)c1C(=O)OCC	-19
76	O=C(c1cc2n(n1)C(C(F)(F)F)CC(c1ccco1)N2)N1CCc2ccccc2C1 (centres undefined)	-20
77	O=C(NCCSc1c[nH]c2ccccc12)c1ccco1	-1
78	Cc1ccc(C)c(N2C(=O)CN=C2Nc2ccccc2Cl)c1	-2
79	CCOc1ccc(N(CC(=O)O)S(=O)(=O)c2ccc(F)cc2)cc1	-27
80	COc1cc(C(=O)Nc2cccc3ncccc23)cc(OC)c1OC	-21

Values by screen from the entries so far.
Compounds 44–54 in Ecoli WT growth, in turn: -1, 0, -5, 5, -3, -15, 10, -2, -23, -15, 4

Other records.
No.	mol	Ecoli WT growth
81	c1ccc(OCCCc2nc(-c3cccnc3)no2)cc1	-1
82	CCn1c(=O)c2cc(S(=O)(=O)NC3CCCCC3)ccc2n(CC)c1=O	-17
83	O=C(NCc1ccco1)C1(S(=O)(=O)c2ccc(Cl)cc2)CC1	-3
84	Cc1c[nH]c2cccc(OCC(O)CNC(C)(C)C)c12 (centres undefined)	-4
85	COc1cc(C(=O)Nc2oc(-c3ccccc3)c(-c3ccccc3)c2C#N)cc(OC)c1OC	3
86	O=C(CN(CC1CCCO1)C(=O)Cn1nnc(-c2ccc(F)cc2)n1)NC1CCCCC1 (centres undefined)	-28
87	Cc1ccc(Nc2cc(-n3nc(C)cc3C)ncn2)cc1	-2
88	C(=N\C(/N=C/c1ccco1)c1ccco1)/c1ccco1	5
89	CC1CCN(S(=O)(=O)c2ccc(S(=O)(=O)NCC(=O)C(C)(C)C)cc2)CC1	19
90	O=S(=O)(c1ccc2c(c1)nc1n2CCC1)N1CCOCC1	0
91	O=S(=O)(c1ccc2oc3ccc(S(=O)(=O)N4CCCC4)cc3c2c1)N1CCCC1	-10
92	c1ccc(COc2cccc(CNn3cnnc3)c2)cc1	-1
93	COc1ccc(OC)c(S(=O)(=O)Nc2ccc(C(N)=O)cc2)c1	-8
94	CCOc1ccc(C2C(C(=O)c3ccco3)=C(O)C(=O)N2CCCn2ccnc2)cc1 (centres undefined)	-21
95	C=CCn1c(-c2ccc(OC)cc2)nc2ccccc21	-3
96	COc1ccc(S(=O)(=O)NCC(=O)N(CC(=O)NCC2CCCO2)c2ccccc2C)cc1 (centres undefined)	0
97	C[N+](C)(C)CCOP(=O)([O-])OC[C@H](O)CO	1
98	CCSc1ccccc1C(=O)N1CCN(c2ccccc2F)CC1	-21
99	COc1ccc(-c2noc(CN3CCN(c4ccccc4F)CC3)n2)cc1OC	-21
100	COc1ccc(-c2nc(N)nc(C)c2Oc2ccccc2Br)c(O)c1	1
101	Cc1cccc(-c2c3c(=O)n(C)c(=O)n(C)c3c3nnc4ccccc4n23)c1	-13
102	Cc1occc1C(=O)N1CCN(c2ncccn2)CC1	10
103	COc1ccc(C2CC(=O)C(C=NCCN3CCOCC3)=C(O)C2)cc1 (centres undefined)	-4
104	O=C(c1ccc(NC(=O)C2(c3ccccc3)CCOCC2)cc1)N1CCOCC1	-27
105	CCc1cccc(NC(=O)Cn2cc3c(n2)CCCC3)c1	-1
106	COc1ccc(Cl)cc1NC(=O)N1CCN(S(C)(=O)=O)CC1	-18
107	Cc1cccc(C)c1NC(=O)CC(NCc1ccco1)C(=O)O (centres undefined)	-4
108	COc1ccccc1CNC(=O)C(C)NS(=O)(=O)c1ccccc1 (centres undefined)	12
109	O=C(O)c1ccc2c(c1)N(Cc1ccccc1F)C(=O)c1ccccc1S2=O (centres undefined)	5
110	CSc1ccc2c(c1)N(CCC1CCCCN1C)c1ccccc1S2 (centres undefined)	-5
111	CCn1c(SCc2cc(=O)[nH]c3ccccc23)nc2c1c(=O)n(C)c(=O)n2C	-1
112	CCOC(=O)C1=C(c2ccccc2)NC(=O)NC1c1ccc(N(C)C)cc1 (centres undefined)	1
113	COc1cc(NC(=O)c2ccco2)c(OC)cc1NC(=O)CCC(=O)Nc1cc(C)cc(C)c1	-2
114	COC(=O)c1cc(-c2ccccc2)sc1NC(=O)c1cc(C)on1	9
115	COc1ccccc1-c1nc2n(n1)C(c1cccs1)C(C(=O)Nc1cccnc1)=C(C)N2 (centres undefined)	-3
116	CCc1ccc(N(CC(=O)NC2CCCC2)S(=O)(=O)c2c(C)noc2C)cc1	-2
117	Cc1ccc(C)c(NC(=O)C2CCC(C)(C(=O)O)C2(C)C)c1 (centres undefined)	-3
118	C=CCn1c(SCCC(=O)O)nnc1-c1cccs1	-11
119	N#Cc1ccccc1NC(=O)c1ccccc1OCC(=O)Nc1ccc2c(c1)oc1ccccc12	-25
120	CCOc1ccc(CNc2ccc(N3CCCC3)cc2)cc1	-10

Looked up above:
Ecoli WT growth with compound 113 reads -2
Ecoli WT growth with compound 114 reads 9

(further entries)
No.	mol	Ecoli WT growth
121	COC(=O)c1ccc(CN(c2ccccc2OC)S(=O)(=O)c2cccs2)o1	6
122	O=C(NCCCN1CCN(Cc2ccccc2)CC1)C1CCN(c2nnc(-n3cccc3)s2)CC1	-1
123	CCOc1ccc(CCNC(=O)c2cccnc2N2CCCC2)cc1OCC	8
124	CCN(CC)C(=O)C1CCCN(c2ncnc3c2cnn3-c2ccc(Cl)cc2)C1 (centres undefined)	1
125	c1cncc(-c2nn3c(Cn4cnc5ccccc54)nnc3s2)c1	0
126	CCC(C)Oc1cccc(C(=O)Nc2ccccc2N2CCOCC2)c1 (centres undefined)	-6
127	CC(C)(C)c1cc(C(F)(F)F)nc(SCCCNC(=O)c2ccco2)n1	-7
128	Cc1ncoc1C(=O)Nc1ccccc1C(N)=O	-3
129	CS(=O)(=O)N(CC(=O)Nc1ccc2c(c1)OCCO2)Cc1ccccc1	-2
130	CCOC(=O)C1CCN(c2c(N3CCCC(C(=O)OCC)C3)c(=O)c2=O)CC1 (centres undefined)	9

Ordered by SMILES length (descending): some entries from above
No.	mol	Ecoli WT growth
122	O=C(NCCCN1CCN(Cc2ccccc2)CC1)C1CCN(c2nnc(-n3cccc3)s2)CC1	-1
130	CCOC(=O)C1CCN(c2c(N3CCCC(C(=O)OCC)C3)c(=O)c2=O)CC1 (centres undefined)	9
121	COC(=O)c1ccc(CN(c2ccccc2OC)S(=O)(=O)c2cccs2)o1	6
129	CS(=O)(=O)N(CC(=O)Nc1ccc2c(c1)OCCO2)Cc1ccccc1	-2
123	CCOc1ccc(CCNC(=O)c2cccnc2N2CCCC2)cc1OCC	8

Other records follow.
No.	mol	Ecoli WT growth
131	CC(=C1C(=O)c2ccccc2C1=O)N1CCN(c2ccccn2)CC1	-21
132	O=C1CC(c2cccc(Cl)c2)CC(O)=C1C=NCCCO (centres undefined)	-4
133	O=C(CC1C(=O)NCCN1C(=O)c1ccc(F)cc1)OCc1ccccc1 (centres undefined)	-23
134	COc1ccc(CCNS(=O)(=O)c2cccs2)cc1	6
